From PubChem BioAssay
DSG3 Ab inh = blocks pemphigus antibody binding to human desmoglein-3 | DSG3-coupled beads, scFv-anti-DSG3-GFP binding, flow cytometry; hits give low values | binding (percent of control), % at 10 µM | 310,000 tested, 0.48% active | AID 588358;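 active means binding more than 3 SD below its plate's average and above zero; inconclusive means below that plate limit but binding exactly zero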;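 further: hits lower antibody fragment binding to DSG3; some compounds called inactive have numbers as strong as hits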
Target sequence (P32926 whole entry, looked up, the tested form may be a part): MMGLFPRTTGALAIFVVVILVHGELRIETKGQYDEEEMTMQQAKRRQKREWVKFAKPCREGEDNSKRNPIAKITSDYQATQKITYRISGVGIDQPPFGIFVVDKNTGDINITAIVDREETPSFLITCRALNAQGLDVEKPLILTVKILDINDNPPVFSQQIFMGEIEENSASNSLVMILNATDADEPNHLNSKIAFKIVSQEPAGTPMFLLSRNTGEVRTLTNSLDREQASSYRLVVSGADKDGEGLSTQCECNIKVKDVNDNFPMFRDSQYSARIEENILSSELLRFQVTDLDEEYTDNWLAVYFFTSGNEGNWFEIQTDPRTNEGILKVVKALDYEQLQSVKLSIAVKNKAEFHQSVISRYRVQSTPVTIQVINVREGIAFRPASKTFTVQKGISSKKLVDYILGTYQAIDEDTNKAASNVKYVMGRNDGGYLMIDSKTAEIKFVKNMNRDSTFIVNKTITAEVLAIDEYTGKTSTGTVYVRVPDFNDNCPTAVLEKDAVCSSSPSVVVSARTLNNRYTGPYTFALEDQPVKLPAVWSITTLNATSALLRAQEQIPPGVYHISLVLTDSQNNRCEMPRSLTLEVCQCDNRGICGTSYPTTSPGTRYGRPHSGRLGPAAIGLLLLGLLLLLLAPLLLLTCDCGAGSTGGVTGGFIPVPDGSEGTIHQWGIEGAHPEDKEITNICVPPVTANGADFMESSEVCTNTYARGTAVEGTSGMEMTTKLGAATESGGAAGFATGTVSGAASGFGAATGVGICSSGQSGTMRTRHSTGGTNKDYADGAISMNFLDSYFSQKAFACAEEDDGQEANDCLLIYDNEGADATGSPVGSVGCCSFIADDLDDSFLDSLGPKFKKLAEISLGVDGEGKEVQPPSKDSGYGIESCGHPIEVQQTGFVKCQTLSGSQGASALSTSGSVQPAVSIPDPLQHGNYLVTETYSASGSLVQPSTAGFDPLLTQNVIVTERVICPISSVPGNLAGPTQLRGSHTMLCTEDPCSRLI
Wnt bcat act = Wnt/beta-catenin pathway activation; AID 743398; Wnt/beta-catenin reporter cell assay, activator, plate reader; activation, % at 9.35 µM; 300,000 tested, 1.2% active; in the data active means activation above about 30%, passing the limit was not always enough; inconclusive means no clear call, values can overlap the other calls;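 further: 0% = neutral control wells and 100% = positive control wells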
Keap1-Nrf2 PPI = Keap1-Nrf2 (human) interaction inhibition | AID 504523 | Q14145 | inhibition, % at 9.4 µM | Keap1 Kelch-Nrf2 peptide fluorescence polarization, 1536-well | 340,000 tested, 0.15% active; in the data active means inhibition above about 12%; inconclusive means no clear call, values can overlap the other calls; inactive means below about 7.3%;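 further: human Keap1 Kelch domain with fluorescein labeled Nrf2 9mer peptide probe; 0% = neutral control wells and 100% = peptide positive control; higher means more block of Keap1 binding to Nrf2 peptide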
MOR-DOR inv ag = inverse agonists of human mu-delta opioid receptor heterodimerization; P35372+P41143; cell-based MOR-DOR heterodimer luminescence, inverse agonism; inhibition, % at 9.3 µM; 340,000 tested, 0.21% active; AID 504357; in the data active means inhibition above about 22%, passing the limit was not always enough;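 further: 0% = cells with DMSO and 100% = wells without cells with DMSO; values of inactives mirror those of a sister screen read the other way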
LANA DNA inh = blocks KSHV LANA C-terminal domain binding to DNA; 340,000 tested, 0.078% active; MBP-C-LANA/FAM-LBS DNA binding, fluorescence polarization; inhibition, % at 9 µM;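 active means highest replicate inhibition at or above 60% at 9 µM, even if other replicates fall short; inactive means all replicates below 60% inhibition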;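 further: 0% = neutral control wells and 100% = 4 µM acridine orange control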
Arr AP2 block = inhibitors of human beta-arrestin and AP2 interaction. FITC-arrestin peptide / GST-AP2 beads, flow cytometry; AP2 beta2 appendage carries R879A mutation. inhibition, % at 10 µM. 340,000 tested, 0.31% active. AID 504490;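 active means inhibition above a set limit, near 3 SD of compounds lacking own fluorescence, cut at about 54% in these data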;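 further: plate controls were DMSO wells for no effect and 5 µM unlabelled arrestin peptide for full effect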
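test system = AP2 appendage R879A on GSH beads | buffer or medium = PBS plus Tween 20 (0.05%) and BSA (0.1%) | incubation = 12 min plus 1 h, RT | detection = bead flow cytometry, FITC channel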
MOR-DOR ag = OPRM1-OPRD1 heterodimerization agonism | P35372+P41143 | cells, luminescence | activation, % at 9.3 µM | 340,000 tested, 0.3% active | AID 504326; in the data active means activation above about 18%;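 further: 0% = vehicle-treated cells and 100% = reference agonist; values of inactives mirror those of a sister screen read the other way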
RTF Ca sens act = increases calcium sensitivity of human cardiac regulated thin filaments; P19429+P45379; activation, % at 7.2 µM; 340,000 tested, 0.24% active; IANBD-labeled TnC RTF fluorescence at EC20 calcium; 0% EC20 calcium, 100% full calcium;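 active means activation above the mean over all tested compounds plus 3 SD, cut at about 30% in these data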;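 further: rise in fluorescence read as greater calcium sensitivity of cardiac thin filaments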
V-ATPase pHluor = regulators of yeast V-ATPase proton transport; AID 504577; S. cerevisiae, pHLuorin cytosolic pH fluorescence; response, % at 10 µM; 350,000 tested, 0.37% active; in the data active means response mostly above about 7.3%, no sharp cut-off; inactive means mostly below about 5.4%; further: actives read high; inactives centre near 0; some compounds called inactive have numbers as strong as hits; reference of the scale not given here
RTF Ca sens inh = cardiac RTF calcium desensitization. P19429+P45379. IANBD-labeled cardiac RTF, Ca2+ fluorescence. inhibition, % at 7.15 µM. 340,000 tested, 0.12% active. AID 493244;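 active means inhibition above the mean inhibition of all tested compounds plus 3 SD, cut at about 17% in these data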;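 further: assay run at fixed EC70 calcium of 1.6 mM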
Active calls of the source: *; ? = inconclusive; . = no result given. Compounds as they come; overall some 3.1% were active at least once.

SMILES | DSG3 Ab inh | Wnt bcat act | Keap1-Nrf2 PPI | MOR-DOR inv ag | LANA DNA inh | Arr AP2 block | MOR-DOR ag | RTF Ca sens act | V-ATPase pHluor | RTF Ca sens inh
Cc1cccnc1NC(=O)c1ccc(NS(=O)(=O)c2ccc3[nH]c(=O)[nH]c3c2)cc1 | 115 | 5 | 4 | -3 | -1.1 | 21 | 0.4 | 2 | -4 | -36
COC(=O)c1ccc(NC(=O)c2ccccc2)o1 | 112 | . | 6 | -1 | -1.3 | -14 | 0.3 | -1 | -1 | -4
O=C1Cc2ccccc2C(c2ccc(Cl)cc2Cl)N1 (centres undefined) | 100 | -2 | -6 | 4 | 0.0 | -2 | -0.8 | -2 | -4 | 2
COc1ccc(C(=O)N=c2sc3c(C)ccc(OC)c3n2C)cc1 | 101 | 21 | -5 | 10 | 0.5 | 0 | -1.9 | 2 | 3 | 1
COc1ccc(C(=O)N2CCN(c3ccc(NC(=O)Cc4ccccc4)cc3)CC2)cc1 | . | -3 | 1 | 9 | -0.4 | -1 | -1.6 | 6 | -1 | -2
CC/C(=N/Nc1ccccc1)c1cnnc(-c2ccccc2)n1 | 101 | . | -3 | 7 | -0.2 | 5 | -1.4 | 1 | -1 | 1
CCOC(=O)N1CCC(NC(=O)CCc2c(C)nc3c(c(C)nn3C(C)(C)C)c2C)CC1 | . | -3 | -9 | -5 | 0.4 | -9 | 1.0 | -3 | 0 | -6
CCN(CC(=O)Nc1ccc2c(c1)OCCO2)C(=O)c1ccc(CS(C)(=O)=O)cc1 | 134 | 1 | -2 | 8 | 5.1 | 34 | -1.6 | 3 | -3 | 4
CS(=O)(=O)N1CCC(C(=O)NCC2CCCO2)CC1 (centres undefined) | 85 | . | -1 | 7 | -0.9 | -1 | -1.4 | 5 | 1 | -21
COCCOC(=O)C1=C(C)N=C2SCCC(=O)N2C1c1ccc(C(=O)OC)cc1 (centres undefined) | 97 | . | -2 | -25 | -0.7 | 7 | 4.2 | -8 | 7 | 1
Cc1c(C(=O)N2CCC(C)CC2)cccc1[N+](=O)[O-] | 94 | -1 | -7 | 4 | 2.0 | 1 | -0.9 | 3 | 2 | -9
COc1ccccc1Nc1ncc(C(C)=O)c(C)n1 | 111 | . | -3 | -2 | -0.9 | 1 | 0.4 | 3 | 1 | 4
CC(=O)Nc1ccc2c(c1)nc(C)n2-c1ccccc1 | 120 | 5 | -3 | 7 | -0.5 | -5 | -1.4 | -1 | 4 | -9
CCCCOc1ccc(/C=N/NC(=S)Nc2cccc(C)c2C)cc1 | 2.8* | -5 | -1 | -18 | 0.1 | 2 | 3.4 | -4 | 1 | 3
CCCC(=O)NC(c1ccc(Cl)cc1)c1ccc2cccnc2c1O (centres undefined) | 102 | -10 | 4 | 15 | 0.4 | 4 | -3.0 | -1 | 0 | 6
Cc1ccc(OCCNC(=O)c2ccc3c(c2)OCO3)cc1 | 111 | 5 | 2 | 5 | 2.7 | 3 | -1.6 | -1 | -1 | -5
COC(=O)c1ccccc1NC(=O)CSCC(=O)Nc1ccc(F)cc1 | 103 | 0 | -3 | 14 | -0.4 | 6 | -2.8 | -2 | 2 | -4
COc1ccc(CCNC(=O)CSc2ccccc2)cc1OC | 99 | . | -3 | 3 | -0.1 | 1 | -0.5 | -1 | -1 | 6
O=C(Nc1ccc(NC(=O)C2CCCCC2)nc1)c1ccccn1 | 83 | ? | -2 | -7 | 1.1 | 6 | 1.1 | 0 | 3 | 1
CC(C)c1ccccc1NC(=O)Nc1ccc(F)cc1F | 100 | 29 | -3 | 5 | 2.6 | -2 | -1.1 | 4 | 1 | 5
Cc1cc(C)nc(Nc2n[nH]c(COc3cccc4ccccc34)n2)n1 | 99 | . | -5 | 5 | -0.2 | 1 | -0.9 | 3 | -3 | 3
Cc1ccccc1N(C(=O)c1csnn1)C(C(=O)NC(C)(C)C)c1cccs1 (centres undefined) | 102 | 5 | 5 | 12 | 2.3 | 19 | -2.5 | 8 | -2 | 2
Cc1cccc(OCCCc2c(C)n[nH]c2C)c1 | 99 | . | 1 | 7 | -0.3 | 0 | -1.3 | 2 | 2 | -1
C=CCSc1nnc(NC(=O)c2ccc(N3CCCC3=O)cc2)s1 | . | 8 | -2 | 16 | -1.6 | -7 | -4.4 | 5 | -1 | -11
Cc1ccc(-c2nnc(CSc3nc(C(C)C)nc4sc(C)c(C)c34)o2)cc1 | 108 | 0 | -2 | -12 | 2.6 | -4 | 2.2 | 4 | 0 | 1
O=C(CN1C(=O)c2cccc3cccc1c23)N1CCN(Cc2ccc3c(c2)OCO3)CC1 | . | -2 | -5 | 10 | 0.0 | 3 | -2.1 | -1 | 1 | -5
CCN(CC)CCN1C(=O)/C(=C\c2ccc(Cl)c([N+](=O)[O-])c2)SC1=Nc1ccc(OC)cc1 | 113 | -11 | 0 | -12 | -0.3 | 20 | 2.3 | -6 | 3 | -3
COc1ccc(C(=O)OCC(=O)NCCCc2ccccc2)c(OC)c1 | 94 | 1 | -1 | 2 | 0.9 | -7 | -0.4 | 0 | -1 | 2
O=C(CCS(=O)(=O)c1cccs1)N1CCN(c2ccc(F)cc2)CC1 | 98 | . | -1 | 14 | -1.6 | -2 | -2.2 | 1 | 2 | 0
Cc1ccccc1-c1nnn(CC(=O)NC(=O)NC2CCCC2)n1 | 97 | -4 | 0 | -33 | -0.2 | 19 | 7.8 | 2 | -1 | -12
O=C(O)c1ccccc1C(=O)c1ccc2c(c1)N(Cc1ccc(Cl)c(Cl)c1)C(=O)CO2 | 99 | -1 | -2 | -24 | 0.7 | 4 | 4.8 | 3 | 0 | 2
O=C(Nc1nccs1)c1ccc(Br)o1 | 99 | . | 2 | 5 | -0.4 | 4 | -0.9 | -4 | 0 | 1
O=C(Nc1nc2ccccc2[nH]1)c1cccs1 | 108 | 46* | -3 | 2 | 0.2 | -6 | -0.4 | 4 | 1 | 2
Cc1ccc(-n2[nH]c(=O)c3cccnc32)cc1 | 103 | . | -3 | 20 | 1.0 | 33 | -4.2 | 1 | 2 | 1
CCOc1ccccc1/C=N/n1nnnc1N | 124 | 0 | -2 | -2 | -1.7 | 1 | 0.4 | -7 | 4 | -3
O=C(Nc1ccc(Cl)c(S(=O)(=O)N2CCOCC2)c1)C1CCCC1 | 95 | -3 | -4 | 2 | 0.3 | 36 | -0.4 | -1 | 2 | -6
Cc1ccc2[nH]c(C)cc(=S)c2c1 | 98 | -1 | -4 | 12 | -0.8 | 52 | -2.2 | 0 | 1 | -2
Cc1ccc(-c2nnc(-c3ccc(NC(=O)c4ccco4)cc3)o2)cc1 | . | 0 | 6 | -5 | -2.2 | 12 | 0.8 | -5 | 5 | -9
COc1cccc(C(=O)CSc2nc3ccccc3n2CC(=O)N(C(C)C)C(C)C)c1 | 95 | -1 | -2 | . | -0.1 | -4 | . | 7 | -2 | -5
COc1ccc(C(=O)/C=C/Nc2ccc(S(=O)(=O)Nc3cc(OC)nc(OC)n3)cc2)c(OC)c1 | 98 | 0 | -16 | 23 | -0.2 | 15 | -4.2 | 0 | 1 | 2
C=CCNC(=O)CCc1nnc(C2(c3ccc(Cl)cc3)CCC2)o1 | 101 | 28 | -8 | 3 | -0.6 | -5 | -0.5 | 4 | 4 | -6
COc1cccc(-c2csc(N3CCN(C(=O)Nc4ccccc4OC)CC3)n2)c1 | 96 | -3 | -7 | 11 | -1.7 | -2 | -2.0 | 1 | -3 | -4
Cc1ccc(S(=O)(=O)N(C)C)cc1NC(=O)COC(=O)CC1CCCC1 | 98 | -1 | -4 | 8 | -0.8 | 27 | -1.3 | -3 | -4 | 2
CC1(C)CC(=O)C2=C(C1)N(N1CCOCC1)C(N)=C(C#N)C2c1cccnc1 (centres undefined) | 103 | . | 3 | 6 | -0.6 | -3 | -1.1 | 7 | 3 | -11
COc1ccc2nc(SCC(=O)NC3CCCc4ccccc43)[nH]c2c1 (centres undefined) | 99 | . | 2 | 3 | 0.0 | -10 | -0.7 | 9 | -2 | -7
O=C(CSc1ccc(F)cc1)NCC1(N2CCOCC2)CCCCC1 | 104 | -23 | 1 | 5 | -0.4 | 1 | -0.8 | -4 | 0 | -7
C=CCn1c(CCC(=O)O)ccc1-c1ccc(OC)cc1 | 101 | . | -10 | 12 | -0.1 | 8 | -2.1 | 1 | 0 | -11
CSc1nc(-c2ccccc2)nc(NC(=O)c2ccccc2)c1C(C)=O | 101 | 0 | -1 | 7 | -0.9 | 13 | -1.4 | 2 | 1 | 1
Cc1ccc(-n2nc3c(=O)n(C(C)C(=O)NCc4ccco4)nc(C)c3c2C)cc1 (centres undefined) | 99 | -1 | -6 | 8 | -1.2 | 25 | -1.5 | -4 | -5 | -9
CC1(C)Cc2c(C#N)c(NCC3CCCO3)nc(-c3ccco3)c2CO1 (centres undefined) | 103 | . | -6 | 18 | 0.4 | 9 | -3.1 | -2 | -3 | -3

Other compounds follow.
SMILES | DSG3 Ab inh | Wnt bcat act | Keap1-Nrf2 PPI | MOR-DOR inv ag | LANA DNA inh | Arr AP2 block | MOR-DOR ag | RTF Ca sens act | V-ATPase pHluor | RTF Ca sens inh
O=C(c1cccc(S(=O)(=O)N2CCc3ccccc32)c1)N1CCc2ccccc2C1 | 99 | -4 | 0 | 7 | 0.8 | -7 | -1.5 | -1 | -3 | 0
O=C(Nc1ccc2oc(-c3cccnc3)nc2c1)c1ccc([N+](=O)[O-])o1 | 95 | -5 | 2 | -36 | -0.3 | 8 | 7.4 | 1 | 11* | -12
N#C/C(=C/c1ccc(CNS(=O)(=O)c2ccccc2)o1)C(=O)NCc1ccccc1 | . | 0 | -24 | 7 | -0.6 | -10 | -1.3 | 8 | -2 | -2
COc1ccc(CCNC(=O)c2ccc3nc4cc(Cl)ccc4c(=O)n3c2)cc1OC | 101 | -1 | -2 | 7 | 0.5 | 7 | -1.2 | 3 | 4 | -7
CCCc1cc(=O)n2[nH]c(-c3ccccc3)cc2n1 | 102 | 0 | -7 | 11 | -1.2 | 3 | -2.7 | 0 | -1 | -3
COc1ccc2c(c1)c1ccccc1n2C | 106 | -3 | -7 | -7 | -3.1 | 9 | 1.3 | -5 | -7 | -2
O=C(CSc1nc2ccccc2n1CC(=O)NCc1ccccc1)NCc1ccco1 | 104 | . | -2 | . | 0.2 | 24 | . | -4 | -6 | -1
COC(=O)C1=C(N)Oc2cc(C)n(CCc3ccccc3)c(=O)c2C1c1cccnc1 (centres undefined) | 99 | . | 3 | 14 | 0.1 | -10 | -2.7 | 7 | 1 | 1

A draw from above in order of heavy-atom count, ascending.
SMILES | DSG3 Ab inh | Wnt bcat act | Keap1-Nrf2 PPI | MOR-DOR inv ag | LANA DNA inh | Arr AP2 block | MOR-DOR ag | RTF Ca sens act | V-ATPase pHluor | RTF Ca sens inh
COc1ccc2c(c1)c1ccccc1n2C | 106 | -3 | -7 | -7 | -3.1 | 9 | 1.3 | -5 | -7 | -2
CCCc1cc(=O)n2[nH]c(-c3ccccc3)cc2n1 | 102 | 0 | -7 | 11 | -1.2 | 3 | -2.7 | 0 | -1 | -3
N#C/C(=C/c1ccc(CNS(=O)(=O)c2ccccc2)o1)C(=O)NCc1ccccc1 | . | 0 | -24 | 7 | -0.6 | -10 | -1.3 | 8 | -2 | -2
